High-throughput results (PubChem BioAssay)
D1 agonist – Allosteric Agonists of the Human D1 Dopamine Receptor: qHTS. activation, % at 2 µM. 1% of 360,000 active. D(1A) dopamine receptor (Homo sapiens), P21728. HEK293 T-REx D1 cells, calcium flux, agonist mode. AID 504660, 2011; in the data active means activation above about 30%; further: 0% is about no effect
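Tetracycline-induced HEK293 TREx D1 cells, force-coupled to calcium signalling, were dye-loaded with a no-wash calcium kit. Compound was pin-added after a 10 s baseline. Fluorescence was read kinetically at 1 cycle/s for 180 s, with calcium rises flagged as agonism.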
TRHR ag – qHTS for Small Molecule Agonists and Allosteric Enhancers of Human TRH Receptor: Primary Screen for Agonists. Thyrotropin-releasing hormone receptor (Homo sapiens), P34981. TRHR cells, calcium flux fluo-8, FDSS agonist mode. activation, % at 2 µM. 0.18% of 360,000 active. AID 493084, 2011; in the data active means activation above about 30%; further: 0% is about no effect
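Agonist-mode FDSS calcium read (Ex 480/Em 530, 1 s cycles) in 1536-well TRHR cells with fluo-8 dye, after 10-cycle baseline and 23 nL compound addition; TRH at EC20 (10 nM final) added afterwards for the enhancer phase.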
RXFP1 antagonist – qHTS Assay for Antagonists of the Relaxin Receptor RXFP1; 0.59% of 350,000 active; AID 1259400, 2018; HEK293-RXFP1, relaxin-stimulated cAMP HTRF, 30 min; hits give low values; Relaxin receptor 1 (Homo sapiens), Q9HBX9; activity change, negative = inhibition, % at 57.5 µM;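 active means activity change of -60% or lower, but not beyond a set lower limit; inconclusive means change between -60% and -40%, or beyond the set limit; inactive means change above -40%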; further: on the % scale 0 is the no-effect control and ±100 the full control effect
Target sequence (Q9HBX9 whole entry, looked up): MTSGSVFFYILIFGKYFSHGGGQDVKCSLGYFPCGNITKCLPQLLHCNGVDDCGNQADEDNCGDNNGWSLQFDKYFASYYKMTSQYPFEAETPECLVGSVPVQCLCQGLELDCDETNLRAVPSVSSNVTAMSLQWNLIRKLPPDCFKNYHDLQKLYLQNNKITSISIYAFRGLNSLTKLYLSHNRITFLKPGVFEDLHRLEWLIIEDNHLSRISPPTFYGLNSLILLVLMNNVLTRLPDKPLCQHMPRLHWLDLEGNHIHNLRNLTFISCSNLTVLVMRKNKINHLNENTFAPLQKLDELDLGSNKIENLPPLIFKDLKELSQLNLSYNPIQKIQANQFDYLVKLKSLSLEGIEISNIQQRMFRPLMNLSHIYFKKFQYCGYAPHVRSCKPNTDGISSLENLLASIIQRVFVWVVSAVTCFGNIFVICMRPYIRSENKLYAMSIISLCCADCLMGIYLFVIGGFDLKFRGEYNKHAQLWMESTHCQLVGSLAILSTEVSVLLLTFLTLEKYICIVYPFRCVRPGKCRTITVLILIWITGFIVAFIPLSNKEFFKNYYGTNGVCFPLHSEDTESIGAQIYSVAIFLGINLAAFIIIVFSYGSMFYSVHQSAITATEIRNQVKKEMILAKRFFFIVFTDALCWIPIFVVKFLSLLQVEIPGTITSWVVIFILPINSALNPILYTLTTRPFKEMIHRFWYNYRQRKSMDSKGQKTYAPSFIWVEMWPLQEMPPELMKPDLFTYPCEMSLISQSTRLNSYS
RXFP1 agonist – qHTS Assay for Agonists of the Relaxin Receptor RXFP1 | Potency, µM (top dose mostly 57.5 µM), without a hit: at the highest dose activation, actives largely listed as activators | HEK293T-RXFP1 cAMP TR-FRET, 30 min; response scale: percent of porcine relaxin response, buffer zero | 0.3% of 370,000 active | AID 2676, 2010; further: potency means the concentration at half of the fitted maximal effect; on the % scale 0 is the no-effect control and ±100 the full control effect; nearly all actives have a fitted effect of over 60% in size; many of its hits are not listed in these tables
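cAMP rise read by TR-FRET after 30 min, 37C compound exposure (up to 58 uM) in RXFP1-transfected HEK293 cells with Ro 20174 present. EC50 from Hill-equation fits, with 29 nM porcine relaxin as 100% and buffer as basal.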
D2 PAM – HTS Assay for Positive Allosteric Modulators of the Human D2 Dopamine Receptor: Primary Screen for Potentiators; D(2) dopamine receptor (Homo sapiens), P14416; HEK293 T-REx D2, calcium flux, EC20 dopamine potentiation; potentiation, % at 10 µM; 0.34% of 340,000 active; AID 485347, 2010;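 active means potentiation over 3 SD above the plate norm, cut at about 30% in these data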; further: 0% is about no effect
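Potentiation of an EC20 dopamine calcium response measured kinetically over 180 s, after a preceding 180 s compound-only read flagging agonists. Cells: inducible Hek293 Trex D2 line, 4000/well, cultured overnight at 30 C before dye loading.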
D1 antagonist – Antagonist of Human D 1 Dopamine Receptor: qHTS | AID 504652, 2011 | activity change, negative = inhibition, % at 10 µM | 3.2% of 360,000 active | HEK293 TREx D1 cells, calcium flux, dopamine EC80; hits give low values; in the data active means activity change below about -30%; further: on the % scale 0 is the no-effect control and ±100 the full control effect
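Tetracycline-induced HEK293 Trex D1 cells, force-coupled to calcium, dye-loaded; compounds added and read 180 s, then EC80 dopamine added and calcium flux tracked kinetically another 180 s.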
Apoferritin bind – qHTS Assay for Identification of Novel General Anesthetics; 0.074% of 350,000 active; apoferritin/1-aminoanthracene competitive binding, fluorescence; AID 485281, 2010; Potency, µM (titrated, usually from 77.5 µM), for inactives: top-dose activity change, negative = displacement, usual class: inhibitors; Ferritin light chain (Equus caballus), P02791; further: potency means the concentration at half of the fitted maximal effect; on the % scale 0 is the no-effect control and ±100 the full control effect; nearly all actives have a fitted effect of over 20% in size
Target sequence (P02791 2-175 limits assumed): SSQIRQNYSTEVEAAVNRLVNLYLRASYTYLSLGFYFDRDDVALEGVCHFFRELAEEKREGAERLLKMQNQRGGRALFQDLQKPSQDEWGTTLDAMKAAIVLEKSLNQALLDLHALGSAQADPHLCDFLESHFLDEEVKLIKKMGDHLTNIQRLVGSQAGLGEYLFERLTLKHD
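Read-out: endpoint 1-AMA fluorescence, excitation 380 nm and emission 535 nm, after compounds sit 10 min at room temperature with 10 uM horse-spleen apoferritin in 50% saturated 1-AMA/PBS. Values come from four-parameter Hill fits.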
TRHR enhancer – qHTS for Small Molecule Agonists and Allosteric Enhancers of Human TRH Receptor: Primary Screen for Enhancers | AID 493056, 2011 | Thyrotropin-releasing hormone receptor (Homo sapiens), P34981 | TRHR cells, fluo-8 calcium fluorescence, EC20 TRH enhancement | enhancement, % at 2 µM | 0.66% of 360,000 active; in the data active means enhancement above about 30%; further: 0% is about no effect
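TRHR-expressing cells loaded with fluo-8 calcium dye were read kinetically (ex 480/em 530) during compound addition, then stimulated with an EC20 of TRH (10 nM final). Enhancement of the Gq-mediated intracellular calcium response was scored.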
D1 PAM – Potentiators of Human D1 Dopamine Receptor: qHTS. 0.036% of 360,000 active. HEK293 TREx D1 cells, calcium flux, dopamine EC20 potentiation. AID 504651, 2011. potentiation, % at 10 µM. D(1A) dopamine receptor (Homo sapiens), P21728; in the data active means potentiation above about 30%; further: 0% is about no effect
* = called active by the depositor; ? = inconclusive; . = no result given; & = joins results of further samples; [ ] = dose if it differs, or a comment. Unless noted, the call rests on the fitted dose curve; in most records, active means well fitted curve in the direction sought with a large enough effect; inconclusive means small, poorly fitted or top-dose-only effect, or another doubt; inactive means no such curve, though single readings can be large; an effect the other way counts as inactive or inconclusive. An excerpt (hit frequency here may not be typical).

Compound,D2 PAM,Apoferritin bind,D1 agonist,D1 PAM,TRHR enhancer,TRHR ag,RXFP1 antagonist,RXFP1 agonist,D1 antagonist
COc1ccc(C(CNC(=O)C(=O)Nc2ccc3c(c2)OCO3)N2CCN(C)CC2)cc1 (configuration not stated),-12,.,-2,-2,3,0.0,-7,1.1%,36
O=C(Nc1ccc(Cl)cc1)NC1(C(=O)NCCCN2CCOCC2)CCCCC1,-2,-10%,2,2,8,-0.1,6,-0.8%,0
CCCOc1ccc(CN(C)c2ncnc(N)n2)cc1,10,-10%,0,4,-5,-0.3,3,-0.4%,-17
O=C(O)C1C2C=CC(C2)C1C(=O)Nc1ccc2c(c1)OCCO2 (configuration not stated),.,?,2,-4,-3,-0.2,0,0.5%,-6
CC(C)(C)OC(=O)N1CCC(c2c(C(=O)N3CCCCC3)cnn2-c2ccc(F)cc2F)CC1,-7,-21%,7,3,-8,1.2,-8,-0.9%,27
Cc1c(C(=O)N2CCCCC2C)sc2nc3n(c(=O)c12)CCC3 (configuration not stated),1,-10%,0,3,18,0.7,-40,-0.5%,1
Cc1nc2ccccc2c2oc(C(=O)N3CCCC(C)C3)cc12 (configuration not stated),8,-4%,-2,-2,-1,-0.5,-1,4.8%,3
Cc1cc(Br)ccc1OCCn1ccnc1,-3,6%,8,-6,0,-0.5,.,2.2%,-2
Clc1cccc(CN2CCN(Cc3ccco3)CC2)c1,-14,2%,-1,-2,-7,-0.5,-9,-0.2%,-2
Cc1[nH]c(=S)c(C#N)c(C)c1Cc1ccccc1,12,-4%,0,-2,3,0.8,-20,11%,1
CCCOc1ccccc1/C=C1\SC(N)=NC1=O,-12,-5%,3,1,-10,-1.5,-8,0.9%,-2
Cc1ccc(CN2C(=O)CCC2C(=O)NCCc2ccccc2)cc1 (configuration not stated),4,-1%,2,14,6,0.2,3,2.9%,-23
CCC(C)(C)NC(=O)C1CCCN(S(=O)(=O)c2ccc3c(c2)CC(C)N3C(=O)C2CC2)C1 (configuration not stated),0,-14%,1,-4,0,-1.9,8,1.7%,6
O=C(CN1CCCCC1)N1CCN(S(=O)(=O)c2ccccc2)C1,0,-1%,1,-4,-8,0.4,-20,2.2%,-5
CCOC(=O)N/N=C/c1cc(C)n(-c2ccccc2)c1C,9,-8%,5,-4,3,-0.2,2,5.6%,3
COc1ccc(-c2nsc3c(N4CCCCC4C)ncnc23)cc1 (configuration not stated),8,-2%,4,17,-3,0.3,-14,1.5%,25
CN1CCN(CCCCC(=O)c2ccccc2)CC1,-6,0%,1,-6,-2,0.8,-3,0.1%,19
CCN(CC)CCCNC(=O)Cc1c(C(=O)O)n(C)c2ccccc12,10,-4%,2,2,-2,0.1,-2,1.6%,25
CCOc1ccc(OCC)c(NS(=O)(=O)c2c(C(=O)N3CCCCCC3)c(C)n(C)c2C)c1,-8,-7%,-1,-4,3,-0.2,-8,-2.8%,0
COc1cc(S(=O)(=O)N2CCN(Cc3cccs3)CC2)ccc1NC(C)=O,7,.,4,.,5,0.0,-3,-1.0%,-10
COc1ccc(NC(=O)CC23CC4CC(C2)CC(n2nnc(C)n2)(C4)C3)cc1,-3,-22%,2,-5,-2,-0.2,-30,0.4%,-25
COC(=O)c1ccccc1NC(=O)CSc1n[nH]c(C)n1,7&-10,-4%&5%,3&2,-7&3,3&-3,0.2&-1.7,-11&-12,-0.9%&0.3%,-14&3
CCOc1ccc(NC(=O)CN(C)C(=O)c2cc(C3CC3)nn2-c2ccccc2)cc1OCC,-1,.,0,-2,-7,-1.1,6,-1.6%,-2
O=C(NCC1CCCO1)c1ccccc1NS(=O)(=O)c1ccc(F)cc1 (configuration not stated),21,.,2,-1,5,0.0,2,-0.8%,5
Cc1c(O)nc(SCC(=O)Nc2ccc3c4c(cccc24)CC3)n(-c2ccccc2)c1=O,-5,0%,0,0,-4,-0.3,-14,-0.8%,1
O=S(=O)(c1cccc(-c2nc3n(n2)Cc2ccccc2-3)c1)N1CCCCC1,-6,-3%,0,3,-6,-0.1,0,1.2%,-16
Cc1cc(O)c(C=O)c2c1C(=O)Oc1c(CO)c(O)c3c(c1O2)C(O)OC3=O (configuration not stated),12,?,7,0,2,-0.3,.,4.3%,38
O=C(CCSCc1ccc(Cl)cc1)NCc1ccc(F)cc1Cl,4,-3%,10,-3,1,0.5,-18,-1.3%,-33*
CC(C)CCN(C(=O)Nc1ccc(Cl)cc1)C1CCN(C(C)C)CC1,14,0%,16,1,0,-2.6,-3,0.7%,0
O=C(NCc1ccco1)C1CCCN1C(=O)Nc1ccccc1 (configuration not stated),1,-3%,4,-5,0,1.6,3,0.1%,-16
COc1cc(OC)c(N(C)C(=O)c2cn(C)c(=O)c3cc(OC)c(OC)cc23)cc1Cl,17&0,-1%&-16%,0&0,2&-1,-5&0,1.4&-1.2,12,-1.3%&-0.2%,0&-5
Cc1nnc(-c2cnn(-c3ccccc3)c2N)n1Cc1cccc(C(F)(F)F)c1,-7,-13%,3,-3,17,-0.3,21,1.3%,-13
Cc1nc(-c2cccs2)sc1C(=O)O,4,-3%,5,-3,0,-1.6,-16,5.5%,-12
N#C/C(=C\c1cccnc1)c1ccccn1,1,-5%,-1,-2,3,0.4,-3,-0.1%,-5
CC(=O)C(Cc1ccccc1)NC(=O)CN1c2cccc3cccc(c23)S1(=O)=O (configuration not stated),5,.,2,2,2,0.3,-3,-2.4%,-8
COC(=O)c1ccccc1SC1CC(=O)N(c2ccccc2)C1=O (configuration not stated),2,-2%,1,-2,-1,-0.5,0,1.5%,-15
CCOc1ccc(-n2c(=O)c3c(C)c(C)sc3n(CC(=O)NCCc3ccccc3)c2=O)cc1,-5,4%,0,2,3,-0.4,2,-0.2%,9
Cc1ccc(C(=O)NCC(=O)Nc2ccc(C)c(S(=O)(=O)Nc3ccc(Cl)cc3)c2)s1,-4,-9%,8,1,-5,0.7,-1,2.6%,-9
COc1ccc(NC(C)C(=O)N/N=C/c2ccccc2OCc2ccc(Br)cc2)cc1 (configuration not stated),10,?,-2,2,4,0.1,-2,-1.0%,-2
CN(C)S(=O)(=O)c1ccc2nc(NC(=O)c3cccs3)sc2c1,.,-16%,0,4,2,0.1,-18,-0.8%,10
Cc1ccc(-n2c(-c3ccco3)n[nH]c2=S)cc1,3,-2%,3,3,3,-2.8,-17,17%,-9
Cc1ccc(N(C)C(=O)C2CCCN(c3ncnc4c3nc3n4CCCCC3)C2)cc1C (configuration not stated),-1,42%[activator],2,6,10,-0.7,-6,-0.3%,-20
Cc1c(CN(C)C(=O)c2sc3cc(Cl)ccc3c2Cl)cnn1C,-9,-20%,9,-7,-15,-0.2,-4,2.9%,-21
COc1ccc2c(c1)-c1c(ssc1=S)C(C)(C)N2S(=O)(=O)c1ccc(C)cc1,16,-3%,2,-4,2,0.3,-6,0.4%,-15
COC(=O)C1CCN(C(=O)c2cc(OC)c(OC)c(OC)c2)CC1,.,-8%,3,-5,-2,1.0,4,2.3%,-5
Fc1ccccc1C(c1nnnn1C1CCCC1)N1CCN(Cc2ccccc2)CC1 (configuration not stated),-8,-10%,3,-1,-2,-0.2,1,1.2%,-18
CC(C(=O)Nc1ccccc1)N1CCN(c2ccccn2)CC1 (configuration not stated),-15,-3%,2,-7,7,0.3,6,0.5%,-2
O=C(Nc1cccc(Br)c1)c1cccc(OC(=S)N2CCOCC2)c1,14,-2%,11,-3,-3,1.5,-26,-3.5%,-20
CCc1ccc(-c2cc(-c3n[nH]c(=S)n3CC)c3ccccc3n2)cc1,8,-16%,2,-7,2,-0.3,.,2.0%,-7
CCCc1nc2c(sc3nc4c(cc32)COC(C)(C)C4)c(=O)n1CCN(CC)CC,0,-5%,4,0,-5,0.8,-5,-0.5%,-17

Among those listed so far, these have bromine.
Compound,D2 PAM,Apoferritin bind,D1 agonist,D1 PAM,TRHR enhancer,TRHR ag,RXFP1 antagonist,RXFP1 agonist,D1 antagonist
Cc1cc(Br)ccc1OCCn1ccnc1,-3,6%,8,-6,0,-0.5,.,2.2%,-2
COc1ccc(NC(C)C(=O)N/N=C/c2ccccc2OCc2ccc(Br)cc2)cc1 (configuration not stated),10,?,-2,2,4,0.1,-2,-1.0%,-2
O=C(Nc1cccc(Br)c1)c1cccc(OC(=S)N2CCOCC2)c1,14,-2%,11,-3,-3,1.5,-26,-3.5%,-20

Additional compounds:
Compound,D2 PAM,Apoferritin bind,D1 agonist,D1 PAM,TRHR enhancer,TRHR ag,RXFP1 antagonist,RXFP1 agonist,D1 antagonist
COc1cc(/C=N/Nc2ccc(S(N)(=O)=O)cc2[N+](=O)[O-])cc(OC)c1O,-1,2%,1,2,0,-1.8,-7,0.2%,-24
O=Cc1cn(CC(=O)Nc2ccc(F)cc2)c2ccccc12,.,0%,10,-5,4,0.0,-3,-0.5%,-14
COn1c(SCC(N)=O)nc2ccccc2c1=O,18,-24%,5,-5,19,-1.1,-19,3.3%,-5
CCn1c(SCC(=O)N2CCOCC2)nc2ccccc21,-7,1%,3,-7,-5,0.0,?,-0.8%,3
CCOCCCNC(=O)c1cccs1,9,-11%,6,-4,6,0.1,5,0.8%,40
Cc1noc(C(F)(F)F)c1C(=O)NNC(=O)c1ccccc1,-2,0%,4,3,0,0.1,-4,-0.4%,7
N#CC1=C(N)Oc2ccc3ccc(O)cc3c2C1c1ccsc1 (configuration not stated),-4,4%,4,-5,14,-0.3,-2,-2.2%,0
